# Screens as filed in PubChem BioAssay.
# F-actin modifier – modifiers of cytoskeleton assembly; HUVEC TNFa F-actin phalloidin imaging, high content; inhibition, % at 2 µM; 91,000 tested, 0.18% active;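 active = inhibition above the batch mean plus 3 SD and confirmed as a hit by visual image inspection, cut at about 30% in these data, passing the limit was not always enough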; note: strong numbers were not always called active
# PTK2B oligo ant – blocks oligomerization of human Pyk2 in cells. Q293 cells, Pyk2 FERM NanoBiT luminescence; active compounds read low. z-score (the deposit names both 25 µM and 10 µM). 99,000 tested, 0.83% active;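 active = Z-score of -3 or lower, scaled per plate to the spread of control and sample wells; inactive = z-score above -3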;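 note: negative z-score means lost luminescence so less FERM oligomerization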
# Target sequence (Q14289 whole entry, looked up): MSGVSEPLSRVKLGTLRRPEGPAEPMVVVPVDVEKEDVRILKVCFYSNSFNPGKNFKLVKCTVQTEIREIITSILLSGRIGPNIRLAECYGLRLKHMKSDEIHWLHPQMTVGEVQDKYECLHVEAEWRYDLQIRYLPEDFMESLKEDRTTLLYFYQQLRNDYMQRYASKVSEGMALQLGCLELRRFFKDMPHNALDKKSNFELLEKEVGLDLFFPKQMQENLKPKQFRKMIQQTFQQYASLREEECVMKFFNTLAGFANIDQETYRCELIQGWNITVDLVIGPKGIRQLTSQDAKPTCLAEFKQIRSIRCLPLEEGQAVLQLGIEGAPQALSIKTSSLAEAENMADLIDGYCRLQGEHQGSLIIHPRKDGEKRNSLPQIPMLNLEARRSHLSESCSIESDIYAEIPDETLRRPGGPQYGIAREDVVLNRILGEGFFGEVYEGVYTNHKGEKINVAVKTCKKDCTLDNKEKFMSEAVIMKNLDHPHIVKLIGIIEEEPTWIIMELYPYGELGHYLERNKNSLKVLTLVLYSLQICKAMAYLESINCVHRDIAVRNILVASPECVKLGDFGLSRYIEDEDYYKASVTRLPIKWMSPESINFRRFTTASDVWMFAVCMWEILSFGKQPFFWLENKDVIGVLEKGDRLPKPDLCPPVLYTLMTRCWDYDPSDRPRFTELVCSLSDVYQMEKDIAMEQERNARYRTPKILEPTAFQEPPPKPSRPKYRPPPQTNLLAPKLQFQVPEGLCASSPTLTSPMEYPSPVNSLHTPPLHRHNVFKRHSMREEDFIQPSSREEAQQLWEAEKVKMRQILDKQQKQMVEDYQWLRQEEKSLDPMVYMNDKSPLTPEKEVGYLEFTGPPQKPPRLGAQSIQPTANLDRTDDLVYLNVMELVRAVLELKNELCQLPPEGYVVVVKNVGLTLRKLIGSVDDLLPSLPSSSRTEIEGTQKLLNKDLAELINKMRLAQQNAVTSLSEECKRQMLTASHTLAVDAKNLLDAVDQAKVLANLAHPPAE
# PTPN22 act – increases human PTPN22 phosphatase activity; Q9Y2R2; recombinant LYP, DiFMUP fluorescence; 0 = plate median, 100 = signal doubled; activation, % at 2 µM; 96,000 tested, 0.11% active; AID 697;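 active = activation at 2 µM above a set limit, the mean plus 5 SD, cut at about 37% in these data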
# FAK inh – inhibitors of human focal adhesion kinase; AID 727; inhibition, %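 (tested at 7 µM)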; biochemical FAK kinase activity assay; 97,000 tested, 0.84% active; Q05397; in the data active = inhibition above about 19%;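 note: 0% = DMSO and 100% = reference compound high control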
# VCAM1 TNFa inh – reduces TNF alpha induced VCAM1 expression in HUVEC. HUVEC TNFa-induced VCAM-1 immunofluorescence, high-content imaging. inhibition, % at 2 µM. 95,000 tested, 0.48% active. AID 802;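 active = inhibition above the batch mean plus 3 SD, with images confirmed as a hit by eye, cut at about 37% in these data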;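 note: 0% = TNF-stimulated DMSO wells and 100% = unstimulated control wells; not every result past the cut was called active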
# IL1B cytotox – HUVEC cytotoxicity counter-screen, IL-1B stimulated; HUVEC cell count loss, Hoechst imaging; cell count reduction, % at 2 µM; 94,000 tested, 0.41% active; AID 845;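 active = cell count reduction more than 3 SD above the screen-wide mean, cut at about 70% in these data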;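 note: normalized per plate to untreated control cells as the no-loss baseline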
# LYP inh 2 – LYP (human) phosphatase inhibition; 96,000 tested, 0.21% active; inhibition, % at 2 µM; recombinant LYP catalytic domain, DiFMUP fluorescence;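 active = inhibition at 2 µM at or above a set limit, the screen mean plus 3 SD, cut at about 24% in these data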;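 note: 0% = DMSO with enzyme and 100% = enzyme fully blocked by orthovanadate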
# ERa SRC1 inh – ER-alpha (human) coactivator binding inhibition; P03372; inhibition, % at 25.6 µM; TR-FRET ER-alpha LBD / SRC-1 peptide, estradiol-bound; 86,000 tested, 1.7% active; AID 629; in the data active = inhibition above about 50%;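 note: 0% = receptor plus peptide control and 100% = peptide only without receptor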
# TNFa cytotox – toxic to HUVEC cells under TNF alpha stimulation. AID 848. cell count reduction, % at 2 µM. 93,000 tested, 0.17% active. HUVEC TNFalpha-stimulated, Hoechst cell count, imaging;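 active = cell count reduction exceeding the screen mean by over 5 SD, scaled to untreated wells per plate, cut at about 78% in these data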;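 note: cells counted after 24 h of TNF alpha exposure following the 1 h pretreatment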
# Numbers without * were called inactive; x = not tested or not shown; [ ] = remark or other dose.
SMILES,F-actin modifier,PTK2B oligo ant,PTPN22 act,FAK inh,VCAM1 TNFa inh,IL1B cytotox,LYP inh 2,ERa SRC1 inh,TNFa cytotox
O=C(CC(=O)NN=C1CCCC1)NCCc1ccccc1,29,1.1,5,4,10,x,0,x,-30
CCCC(=O)NC(=S)Nc1cccc(NC(=O)c2ccc(Cl)cc2Cl)c1,20,-0.93,10,1,-5,2,-7,x,-13
Cc1ccc(NCc2nnc(SCC(=O)N3CCCCC3)n2CC2CCCO2)c(C)c1 (configuration not stated),18,0.28,0,7,7,-14,3,-2,-16
O=C(Nc1ccc(OC(F)F)c(Cl)c1)c1cccc(OC(F)F)c1,2,-2.3,6,3,-39,6,-11,x,-14
COCC(=O)NC1CCN(C(=O)Nc2ccc(Br)cc2)CC1,-1,0.2,1,-3,-2,0,2,4[fluorescence artefact?],-7
COCC(=O)Nc1ccc(Nc2ccccc2)cc1,-22,-0.57,10,8,-4,-8,-16,-79,-2
Cc1nc(-c2cccnc2)sc1C(=O)Nc1cccc(C(F)(F)F)c1,52*,-1,-1,-5,7,-8,5,x,-22
Cc1cccc(NC(=O)C2C3C=CC(C4CC34)C2C(=O)O)c1 (configuration not stated),11,0.76,-8,-5,-9,-8,4,2,-33
O=C(NCc1ccco1)c1nn2c(C(F)(F)F)cc(-c3cccs3)nc2c1Br,8,-0.87,-3,9,3,9,6,59*,0
COCC(C)n1c(C)cc(C(=O)CSc2ccc(NC(C)=O)cc2)c1C (configuration not stated),2,1.3,-3,1,5,17,4,-3,4
COC(=O)Cc1c(C)c2ccc(OCc3nn[nH]n3)c(C)c2oc1=O,14,0.07,4,-2,-13,11,-1,14,-19
CC(=O)OC(C(=O)NC1CCCCC1)c1ccccc1 (configuration not stated),3,-0.07,4,3,6,-4,-4,32,-8
COC(=O)c1ccc(Oc2ccc3nnc(C)n3n2)cc1,-3,1.9,-5,-4,8,-33,3,-2,-22
C/C(=N\NS(C)(=O)=O)c1ccc(C)cc1,-8,0.46,-2,-1,2,8,2,-6,-15
Cc1ccc(S(=O)(=O)NCCC(=O)NC2CCCC2)cc1,3,0.08,-7,-1,-12,-11,6,8[fluorescence artefact?],-9
COc1ccc(C2C(C#N)=C(N)Oc3c2oc(CO)cc3=O)c(OC)c1OC (configuration not stated),-11,0.31,8,-2,15,x,-12,-5,11
O=C(NCc1ccccc1)c1ccc(C(=O)N(C2CCCCC2)C2CCCCC2)cc1,11,-0.09,-14,7,-1,x,15,1,0
N#Cc1ccccc1CSc1ccc(-c2nc3ccccc3[nH]2)cn1,-28,0.78,-3,8,-5,13,6,x,-1
CCCc1cc(=O)[nH]c(SCC(=O)c2ccc(S(=O)(=O)N3CCCC3)cc2)n1,-5,-0.73,-7,-5,9,-6,5,-6,-20
CC(C)CNC(=O)c1coc(=O)c(Br)c1,6,0.66,6,-1,6,-49,-3,-3,-12
O=C(NCCCN1CCCC1=O)C1CCN(S(=O)(=O)N2CCOCC2)CC1,-3,1.7,0,-3,3,-31,-7,-10,-20
Cc1nc(NCc2ccco2)c2oc3ccccc3c2n1,-21,-0.05,-6,24*,8,-12,4,x,-6
Cc1[nH]nc(N=CC2=C(O)CC(c3ccco3)CC2=O)c1-c1ccc(Cl)cc1 (configuration not stated),-10,-2.1,16,-1,39,11,-12,9,0
O=c1[nH]cnc2c1C1(CCCC1)Cc1ccccc1-2,0,1.1,9,2,21,-19,-10,-8,-3
Cc1cc(C)n(-c2c(F)c(F)c(CO)c(F)c2F)n1,12,0.23,4,-2,-4,1,-4,-11,-5
COC(=O)c1[nH]c2ccccc2c1NC(=O)CN1CCN(C/C=C/c2ccccc2)CC1,15,-0.46,-6,1,-12,0,4,10,-22
CN1CCN(c2nc(-c3ccc(Br)cc3)nnc2-c2ccccc2)CC1,6,-1.5,0,-2,4,-10,3,x,0
C=CCn1c(C(CCC(C)C)CC(C)(C)O)n[nH]c1=S (configuration not stated),12,0.81,2,-5,1,-7,2,x,13
O=C(Oc1cccc(N2C(=O)CCC2=O)c1)C1CC(=O)N(c2ccc(Br)cc2)C1 (configuration not stated),6,-0.18,-4,-1,15,-1,-2,-18,-9
CCCn1nnc(NC(=O)c2cccnc2Cl)n1,-18,0.2,1,-3,-5,9,-5,-32,-5
CCOc1c(OC(C)=O)ccc(/C=C/c2ccc3cccc(OC(C)=O)c3n2)c1[N+](=O)[O-],6,-1,6,0,3,4,-6,x,-12
Cn1c(N2CCCC2)nc2c1c(=O)n(Cc1cccc(F)c1)c(=O)n2C,16,0.44,-1,2,5,-36,0,x,-2
Cn1cccc1/C=N/NC(=O)c1sc2ccccc2c1Cl,5,-0.05,-9,4,-10,-3,11,x,5
CNc1nc(C)c(C#N)c(-c2ccccc2)c1C(C)=O,2,-0.17,1,0,-15,-34,-2,-6,-13
CCCC(=O)Nc1ccccc1NC(=O)CN(C)S(=O)(=O)c1ccc(C)cc1,-6,0.37,-2,1,-11,-144,1,-2,9
Cc1[nH]c2ccc(-c3nnc(SCC(=O)c4ccc(F)cc4)o3)cc2c1C,-46,-0.66,-1,4,x,2,0,65*[fluorescence artefact?],x
O=C(CSc1ncnc2c1oc1ccccc12)NC1CCCCC1,0,x,6,-4,9,-4,-10,56*[fluorescence artefact?],-11
CCCCn1cnc2c(cnn2-c2ccc(Cl)cc2)c1=O,-24,1.1,5,1,7,-14,-9,9[fluorescence artefact?],6
Cc1nnc(N(Cc2ccccc2)C(=O)c2cnccn2)s1,4,-1.4,3,3,9,8,-1,-29,-21
O=C1c2cccnc2C(Nc2ccccc2)N1Cc1ccco1 (configuration not stated),-4,0.47,-6,-1,10,-11,5,10,-28
COC(=O)c1nc(NC(=O)C(C)C)n[nH]1,-5,1.8,-6,2,8,-7,9,-8[fluorescence artefact?],-34
CCOC(=O)c1c(NC(=O)CCl)sc(C(=O)N(CC)CC)c1C,10,0.47,-7,-1,-8,-9,10,3,-24
CCOc1ccccc1Nc1nnc(SCC(=O)Nc2cc(C)on2)s1,-51,0.95,-4,8,9,4,1,35,0
Cc1cc(C)nc(-n2nc(C)c3c(=O)[nH]c(C(F)(F)F)nc32)n1,3,0.89,-6,2,-14,-4,5,-3[fluorescence artefact?],-29
CCOC(=O)Cc1csc(NC(=O)CSc2nnc(C)n2C)n1,6,1.4,7,2,3,-3,-10,5,-12
COc1ccccc1N(CN1CCCC1=O)C(=O)c1c(F)cccc1F,38,0.12,-1,-3,1,-11,-2,-8,-18
CS(=O)(=O)N(CC(=O)N1CCCC1)c1cc(Cl)c(Cl)cc1Cl,10,0.67,5,2,3,2,-6,11,-10
COC(=O)[C@H](CCSC)NC(=O)Nc1ccc(C)cc1,12,-0.58,21,1,-14,9,-22,-3,-7
c1ccc(CN2CCN(C3=Nc4cccc5cccc3c45)CC2)cc1,17,0.4,13,1,6,-5,-15,-13[fluorescence artefact?],-24
CCOC(=O)c1ccc(NS(=O)(=O)CC)cc1,3,0.33,1,0,13,-30,-3,1,5
CCOc1c(Br)cc(CNc2ccc3c(c2)OCCO3)cc1OC,23,1,1,1,32,1,2,x,44
COc1ccc(CNC(=O)C(c2ccco2)N(C(=O)c2csnn2)c2cccc(C)c2C)cc1 (configuration not stated),12,-2,-4,0,4,-24,4,-3,-26
NS(=O)(=O)c1ccc(NC(=S)NCc2ccc(Cl)cc2)cc1,17,0.96,4,0,6,-11,-1,x,-37
O=S(=O)(NCCOCC(F)(F)F)c1ccc2oc3ccccc3c2c1,x,-0.87,1,0,19,-55,-2,10,-28
CCCCC(CC)C(=O)Nc1ccccc1C(=O)NC(C)C (configuration not stated),11,0.41,-15,2,16,5,18,-1,-9
CSc1ccccc1NC(=O)c1cc(C2CC2)on1,1,x,-4,-4,0,-72,4,6,2
CCCn1c(N)c(C(=O)CN2CCN(S(=O)(=O)c3cccs3)CC2)c(=O)[nH]c1=O,-12,-0.07,2,4,-8,0,-2,1,17
CCC(CC)NC(=O)COC(=O)c1cccc(C)c1O,14,0.5,4,-1,9,-2,-5,x,-8
COC(=O)CCC(=O)Nc1ccc(Cl)c(Cl)c1,-34,0.3,1,4,-8,-19,-3,-4,-29
CCCCNS(=O)(=O)c1ccc(OC)c(Cl)c1Cl,-8,-0.68,6,-2,19,14,-2,1,2
# Additional structures
SMILES,F-actin modifier,PTK2B oligo ant,PTPN22 act,FAK inh,VCAM1 TNFa inh,IL1B cytotox,LYP inh 2,ERa SRC1 inh,TNFa cytotox
Cn1ncc2c(=O)n(CC(=O)NC34CC5CC(CC(C5)C3)C4)cnc21,-3,0.06,1,1,-7,-19,1,x,-4
O=c1c2ccccc2c(C=NC2CCS(=O)(=O)C2)c(O)n1-c1ccccc1 (configuration not stated),-14,0.34,11,-5,5,6,-12,-7[fluorescence artefact?],-26
Cc1cnc(NC(=O)CN2CCN(c3ccccc3F)CC2)s1,8,0.62,-4,0,-2,-16,6,-20,-44
CO/N=C/c1ccc(N2CCN(C(=O)c3ccc(F)cc3)CC2)c([N+](=O)[O-])c1,4,-0.8,-8,1,1,-10,6,x,-15
COc1cc(OC)c(C2=NOC(C(=O)N3CCc4ccccc4C3)C2)cc1Cl (configuration not stated),-3,-0.82,-6,0,0,11,4,-3,-26
CN(C)CCNC(=O)c1ccc(COCC(F)(F)F)cc1,4,0.49,-4,3,19,-33,-1,-5,1
O=C(CCCn1c(SCC(=O)NCC2CCCO2)nc2ccccc2c1=O)NCC1CCCO1 (configuration not stated),-2,0.94,-6,-4,2,-14,3,-5,27
CCOc1ccc2[nH]c(=O)c(C(c3nnnn3Cc3ccco3)N3CCCC(C)C3)cc2c1 (configuration not stated),16,-0.09,-16,-8,3,-16,15,22,13
CC(C(=O)N1CCN(c2ccccc2)CC1)N1C(=O)C2CC=CCC2C1=O (configuration not stated),-7,0.63,6,0,6,-2,-3,-5,-24
Cc1cccc(NC(=S)NC(NC(=O)c2ccco2)C(Cl)(Cl)Cl)c1 (configuration not stated),-4,-1.4,4,-1,-1,2,-1,4,-1
O=C(/C=C/c1ccc(Cl)c(Cl)c1)n1cccn1,-15,0.35,-14,-8,15,-12,16,-4,10
CCN(CC)CCCN(Cc1cc2ccc(C)c(C)c2[nH]c1=O)C(=O)NC1CCCCC1,12,0.56,-3,2,-7,-11,7,-3,-11
COc1cc(C(=O)N2CCC(NC(=O)C(Cc3ccc(C(C)C)cc3)NC(C)=O)CC2)cc(OC)c1OC (configuration not stated),4,-0.08,7,-2,10,-6,-5,-6,-21
CCCC(=O)Nc1ccc2c(c1)C(=O)N(CCC(=O)O)C2=O,4,0.1,0,-2,-3,-37,-3,3,5
C=CCn1c(CSc2nc3ccccc3s2)nnc1SCC(=O)OCC,-6,1.4,5,0,5,-8,-7,1,-10
O=S(=O)(N1CCOCC1)n1c(Cc2ccccc2)nc2ccccc21,x,0.19,3,2,x,23,1,0,x
CCCc1cc(=O)[nH]c(Nc2ccc(N3CCCCC3)cc2)n1,2,-0.41,-4,0,28,16,2,-26[fluorescence artefact?],-1
O=c1cc(N2CCC3(CC2)OCCO3)[nH]c(=O)n1-c1ccc(Br)cc1,4,-0.06,5,2,11,-46,-11,-2,-2
CC(=O)/C(C(=N)N1CCN(Cc2ccccc2)CC1)=C(\C)O,7,-0.14,2,-1,7,2,-4,4,0

# In the list so far, these contain a cyano group.
SMILES,F-actin modifier,PTK2B oligo ant,PTPN22 act,FAK inh,VCAM1 TNFa inh,IL1B cytotox,LYP inh 2,ERa SRC1 inh,TNFa cytotox
COc1ccc(C2C(C#N)=C(N)Oc3c2oc(CO)cc3=O)c(OC)c1OC (configuration not stated),-11,0.31,8,-2,15,x,-12,-5,11
N#Cc1ccccc1CSc1ccc(-c2nc3ccccc3[nH]2)cn1,-28,0.78,-3,8,-5,13,6,x,-1
CNc1nc(C)c(C#N)c(-c2ccccc2)c1C(C)=O,2,-0.17,1,0,-15,-34,-2,-6,-13
